Bioassay records as filed in PubChem BioAssay.
MEP2 TOR yeast – modulators of MEP2-GFP levels in yeast, primary screen, S. cerevisiae, multiplex flow cytometry, MLPCN library | S. cerevisiae MEP2-GFP strain, 3 h; 100% = DMSO control level | GFP response vs DMSO, % at 10 µM | 330,000 tested, 0.51% active;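 active = GFP response versus DMSO above a set limit, roughly screen mean plus 3 SD, cut at about 180% in these data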;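 note: median GFP fluorescence of the barcode-gated MEP2-GFP cells per well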
JMJD2C inh – inhibitors of GASC-1 histone demethylase, primary screen, biochemical, fluorescence, DELFIA europium. Lysine-specific demethylase 4C (Homo sapiens), Q9H3R0. GST-JMJD2C(1-420) H3K9me3 demethylation. inhibition, % at 2.35 µM. 330,000 tested, 0.069% active. AID 2099, 2009;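 active = more than half of a compound's replicate wells show inhibition beyond 50%, single wells judged on their own value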;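 note: signal counts dimethyl H3K9 product captured on neutravidin plate; 0% = median of DMSO wells and 100% = 0.3 times that DMSO median; strong numbers were not always called active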
Target sequence (Q9H3R0 1-420 limits assumed): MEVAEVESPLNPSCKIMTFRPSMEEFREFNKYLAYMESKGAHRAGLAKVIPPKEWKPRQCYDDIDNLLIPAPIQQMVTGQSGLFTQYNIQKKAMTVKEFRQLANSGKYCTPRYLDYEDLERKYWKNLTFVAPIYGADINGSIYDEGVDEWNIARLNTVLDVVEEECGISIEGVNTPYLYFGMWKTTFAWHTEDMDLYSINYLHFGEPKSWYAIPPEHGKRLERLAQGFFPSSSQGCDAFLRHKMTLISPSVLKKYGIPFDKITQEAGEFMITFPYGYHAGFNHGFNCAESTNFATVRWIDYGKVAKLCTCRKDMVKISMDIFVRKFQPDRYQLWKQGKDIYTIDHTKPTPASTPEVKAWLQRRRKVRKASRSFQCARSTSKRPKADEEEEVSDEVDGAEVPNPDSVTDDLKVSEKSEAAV
AHR act – AHR activators, primary screen, cell-based, luminescence, luciferase reporter, human; AHR-responsive luciferase reporter cells; activation, % at 5 µM; AID 2796, 2010; 320,000 tested, 2.5% active; Aryl hydrocarbon receptor (Homo sapiens), P35869; in the data active = activation above about 47%;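 note: 0% = vehicle wells and 100% = reference agonist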
procasp3 activ – activators of human procaspase-3 D3A mutant, primary screen, biochemical, absorbance, PC-3 D3A mutant, single concentration | Caspase-3 (Homo sapiens), P42574 | recombinant procaspase-3 D3A, Ac-DEVD-pNA absorbance 405 nm | activation, % at 8.5 µM | 330,000 tested, 0.11% active;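 active = activation above the mean of all tested compounds plus 3 SD, cut at about 21% in these data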;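 note: 0% = DMSO alone and 100% = DMSO wells spiked with extra 5 µM PC-3 D3A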
Target sequence (P42574 whole entry D9A/D28A/D175A): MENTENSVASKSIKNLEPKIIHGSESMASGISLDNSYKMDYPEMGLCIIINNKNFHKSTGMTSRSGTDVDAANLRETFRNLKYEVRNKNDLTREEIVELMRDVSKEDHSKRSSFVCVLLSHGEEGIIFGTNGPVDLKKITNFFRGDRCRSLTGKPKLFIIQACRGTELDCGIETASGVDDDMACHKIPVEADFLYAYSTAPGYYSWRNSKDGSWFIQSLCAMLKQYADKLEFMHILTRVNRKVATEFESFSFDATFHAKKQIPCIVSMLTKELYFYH
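Assay system: Procaspase-3 D3A mutant, all three cleavage aspartates alanine. Buffer or medium: Zinc-free HEPES saline buffer with Triton X-100. Times: 1 h compound preincubation, 2 h substrate hydrolysis at 25 °C. Measured by: 405 nm absorbance of p-nitroaniline, reads at 0 and 120 min. Read-out basis: percent activation relative to control range. Replicates: singlicate.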
LAP4-GFP MLPCN – modulators of LAP4-GFP expression in yeast, primary screen, S. cerevisiae, multiplex flow cytometry, MLPCN library; 3 h; median GFP as percent of DMSO wells; AID 2023, 2009; 320,000 tested, 0.34% active; GFP response vs DMSO, % at 10 µM;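 active = GFP response vs DMSO above a set limit, about the screen mean plus 3 SD, cut at about 150% in these data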
Yeast superoxide – reduction of superoxide in aged yeast, primary screen, HTS; superoxide response (% of plate mean), % at 10 µM; 330,000 tested, 0.18% active; S. cerevisiae aged cells, superoxide DHE fluorescence; active compounds read low;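 active = superoxide response under a set limit, about three screen SD below normal, cut at about 65% in these data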;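 note: yeast aged for seven days with compound at 30 °C before DHE staining; 100% = average MFI of all compound-treated wells on the plate with controls excluded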
proCasp7 act – procaspase-7 activators, primary screen, counter-screen for procaspase-3 activator project, biochemical, absorbance, HTS, human; AID 463210, 2010; 330,000 tested, 0.093% active; Caspase-7 (Homo sapiens), P55210; recombinant procaspase-7, Ac-DEVD-pNA absorbance 405 nm; D23A/D198A/D206A triple mutant, cannot self-cleave; scale: DMSO 0, 5 µM enzyme 100; activation, % at 8.5 µM;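 active = percent activation above the screen-wide mean plus 3 SD, cut at about 25% in these data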
Target sequence (P55210 whole entry D23A/D198A/D206A): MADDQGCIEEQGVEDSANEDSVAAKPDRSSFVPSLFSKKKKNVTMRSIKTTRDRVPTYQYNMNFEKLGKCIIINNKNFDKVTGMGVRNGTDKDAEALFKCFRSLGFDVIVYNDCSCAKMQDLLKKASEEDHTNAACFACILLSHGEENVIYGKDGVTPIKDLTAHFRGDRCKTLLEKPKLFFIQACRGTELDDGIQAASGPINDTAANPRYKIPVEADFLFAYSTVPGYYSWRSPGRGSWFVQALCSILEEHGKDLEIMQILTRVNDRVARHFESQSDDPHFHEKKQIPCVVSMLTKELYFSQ
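Replicates: singlicate. Assay system: Procaspase-7 triple mutant (PC-7 D3A). Signal: 405 nm absorbance of p-nitroaniline. Times: 1 h preincubation, 2 h reaction. Buffer or medium: Zinc-free HEPES pH 7.4 with 300 mM NaCl, 0.01% Triton X-100. Also added: DEVD-pNA substrate. Benchmarks: DMSO wells as 0%, DMSO with 5 µM added PC-7 as 100%.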
RPL19A TOR yeast – RPL19A-GFP expression modulators in yeast, primary screen, cell-based, S. cerevisiae, multiplex flow cytometry, MLPCN | 330,000 tested, 0.3% active | S. cerevisiae RPL19A-GFP strain, 3 h; active compounds read low | percent response vs DMSO, % at 10 µM;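 active = percent response vs DMSO below 50%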;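 note: median channel GFP fluorescence of the barcoded RPL19A-GFP strain; ratio of sample median GFP to plate DMSO average so 100% = DMSO; lower means less RPL19A-GFP as with rapamycin TOR inhibition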
* hit, by the source's call; x = not tested or not shown; & = joins results of further samples; [ ] = remark or other dose.

SMILES	MEP2 TOR yeast	JMJD2C inh	AHR act	procasp3 activ	LAP4-GFP MLPCN	Yeast superoxide	proCasp7 act	RPL19A TOR yeast
OCC[C@H]1C[C@@H](O)[C@H](O)[C@]2(CCCc3ccccc3O2)O1	94	2	3	1	106	102	-1	86
O=C(C1CCC1)N1CCc2cc(S(=O)(=O)N3CCN(c4ccccn4)CC3)ccc21	83	0	4	2	88	94	6	87
CC(C)n1nc(C(=O)OCC(=O)c2c[nH]c3ccccc23)c2ccccc2c1=O	104	27	16	5	96	96	-2	100
CN(C)c1nc(NCc2ccccc2)nc(N/N=C/c2ccc3c(c2)OCO3)n1	97	-4	31	-1	90	97	3	100
O=C(O)c1[nH]c2ccc(Cl)cc2c1CC(=O)N1CCN(c2ccccc2)CC1	106	7	4	1	103	105	6	100
CCCc1c(C(=O)Nc2cc(C(C)(C)C)on2)cnn1-c1ccccc1	102	4	-3	-2	114	87	4	97
CC(C)c1ccc(/C=C2\SC(=O)N(CC(=O)NC3C=CS(=O)(=O)C3)C2=O)cc1 (stereo not given)	103	11	2	7	89	107	-4	99
CCCCC(=O)NC(c1ccco1)c1c(O)ccc2ccccc12 (stereo not given)	96	7	3	0	101	106	0	95
Cc1ccc(SCCCCN2C(=O)NC(C)(C)C2=O)cc1	105	8	2	14	97	103	3	96
CCOC(=O)N=S(N)(=O)c1ccccc1 (stereo not given)	104	-1	-3	0	93	103	-1	103
O=S(=O)(c1ccc(F)cc1)N1CCCN(Cc2c(F)cccc2F)CC1	105	-2	-1	0	93	87	-2	106
CCc1ccc(-c2cc3c(=O)n(CC(=O)NCc4ccccc4F)ncn3n2)cc1	106	0	-1	1	103	119	6	106
CCn1c2ccccc2c2cc(CN3CCN(S(C)(=O)=O)CC3)ccc21	98	1	1	4	98	93	4	98
Cc1cccc(-n2cnc(C(=O)Nc3cccnc3)c2)n1	104	-14	-13	-4	102	88	6	102
Cc1cc(NC(=O)CSc2nnc(Nc3ccccc3C)s2)no1	82	7	4	4	153*	104	7	91
O=C(Oc1ccc(C(=S)N2CCOCC2)cc1)c1cccc([N+](=O)[O-])c1	107	-8	-1	-3	98	91	-2	102
COCCN1C(=O)N[C@@H](CCc2ccccc2)C(C(C)=O)=C1C	88	4	12	6	97	93	9	97
Cc1ccc(CNC(=O)c2cc3c(=O)n(C)c4ccccc4c3n2C)o1	106	-1	-2	1	104	114	0	94
CN=C1SC(CC(=O)Nc2c(C)cccc2C)C(=O)N1/N=C/c1cccs1 (stereo not given)	102	-6	2	2	92	101	5	100
CCOC(=O)C1(Cc2ccccc2)CCN(Cc2ccc3cc(NC(C)=O)ccc3n2)CC1	97	-23	2	-5	112	105	3	110
O=C(Nc1ccccc1)c1cccc(S(=O)(=O)N2CCCCC2)c1	103	-14	-3	-8	93	103	7	98
Cc1cccc([C@@H]2[C@@H]3C(=O)N(Cc4ccccc4)C(=O)[C@@H]3[C@]3(C)C(=O)N(c4cccc(Cl)c4)C(=O)N23)c1	95	-1	2	8	129	106	16	101
O=C(CSc1nc2cc(Cl)ccc2s1)N1CCN(C(=O)c2ccco2)CC1	114	-14&-3	8	2	115	96	1	99
CCCSc1nnc(-c2c[nH]c3ccccc23)n1C	101	-35	17	-6	101	131	-11	101
Cc1cccc(CN2CCN(C(=O)CN(C)C(C)C(=O)Nc3ccc(C(N)=O)cc3)CC2)c1 (stereo not given)	102	-6	1	14	100	90	6	102

Entries shown so far that contain a Cl atom, in the order listed:
SMILES	MEP2 TOR yeast	JMJD2C inh	AHR act	procasp3 activ	LAP4-GFP MLPCN	Yeast superoxide	proCasp7 act	RPL19A TOR yeast
O=C(O)c1[nH]c2ccc(Cl)cc2c1CC(=O)N1CCN(c2ccccc2)CC1	106	7	4	1	103	105	6	100
Cc1cccc([C@@H]2[C@@H]3C(=O)N(Cc4ccccc4)C(=O)[C@@H]3[C@]3(C)C(=O)N(c4cccc(Cl)c4)C(=O)N23)c1	95	-1	2	8	129	106	16	101
O=C(CSc1nc2cc(Cl)ccc2s1)N1CCN(C(=O)c2ccco2)CC1	114	-14&-3	8	2	115	96	1	99

Continuation:
SMILES	MEP2 TOR yeast	JMJD2C inh	AHR act	procasp3 activ	LAP4-GFP MLPCN	Yeast superoxide	proCasp7 act	RPL19A TOR yeast
CC1=NN(Cc2ccccc2)C(=O)/C1=C\c1ccc(N(C)C)cc1	97	-7	0	-8	106	107	-26	99
O=c1[nH]c(-c2ccccc2)ncc1Oc1ccccc1	92	6	4	8	105	109	-7	95
COc1ccc(CN2CCNC(=O)C2CC(=O)N2CCc3ccccc3C2)c(OC)c1 (stereo not given)	94	4	0	-21	96	90	-2	96
CCC(C)(C)n1nnnc1CN(Cc1ccc(Cl)cc1)Cc1ccco1	108	10	-3	-1	103	95	-1	104
Cc1cccc(N2CCN(C(=O)c3cccc(N4C(=O)C5C6C=CC(C6)C5C4=O)c3)CC2)c1C (stereo not given)	108	0	0	-5	98	102	4	102
Cc1cc(C)nc(N=Nc2c(O)n(Cc3ccc(Cl)cc3)c3ccccc23)n1	106	1	41	-2	101	97	2	110
CCCCn1c(NCc2ccccc2NS(=O)(=O)c2ccc(C)cc2)nc2ccccc21	108	-5	9	7	99	108	2	96
O=C(Nc1ccccc1)NC1CCCCC1	93	3	2	0	93	95	4	94
c1ccc(-c2nc(NCC3CCCO3)c3ccccc3n2)nc1 (stereo not given)	108	-3	0	7	105	115	9	103
O=S(=O)(c1ccc(Cl)nc1)N1CCc2ccccc21	93	1	-1	-3	118	102	4	97
O=C(CN1CCN(c2ccc(Cl)cc2)CC1)c1ccc2c(c1)OCO2	106	-13	9	-4	106	116	1	99
O=C(O)C1CSC(c2ccco2)N1 (stereo not given)	96	-27	-1	5	95	99	-4	90
COc1ccc(CC(=O)N/N=C(/C)CC(=O)N(C)c2ccccc2)cc1	166[may fluoresce violet]	-15	2	6	93[may fluoresce violet]	116	-22	63[may fluoresce violet]
Cc1ccc(SCC(=O)c2cc(C)c(OC(=S)N(C)C)c(C)c2)cc1	94	1	0	17	94	110	6	91
O=C(CSc1nc(O)c(C2CCCCC2)c(=O)[nH]1)Nc1ccc(F)cc1	101	-1	3	8	101	96	-5	102
COc1ccc(-n2c(=O)c(CCC(=O)N3CCC(C)CC3)nc3ccccc32)cc1	95	x	-1	3	88	86	-4	97
CCOC(=O)C1(CCc2ccccc2)CCN(C(=O)CN2C(=O)CSC2=O)CC1	108	2	1	1	103	108	3	110
Cc1ccc(SCCC(=O)NNC(=O)c2ccccc2F)cc1	103	1	0	-3	93	82	0	99
CC(Oc1ccccc1)C(=O)NNC(=O)c1ccccn1 (stereo not given)	108	4	-2	1	98	96	1	102
CN(C(=O)COC(=O)c1ccccc1Cc1ccccc1)C1CCS(=O)(=O)C1 (stereo not given)	98	-4	2	-4	102	103	9	102
O=C(NCc1cccc(C(F)(F)F)c1)C1CCCN(c2cnccn2)C1 (stereo not given)	95	-28	52*	-1	91	102	9	95
C=C(C)Cn1c(-c2cccs2)n[nH]c1=S	96	0	-2	-7	98	90	-25	97
CCCCC1CN2CCc3c([nH]c4ccccc34)C2(C)C1 (stereo not given)	111	-3	10	2	100	108	-13	101
Cn1cc(Br)c(C(=O)NNC(=O)Cc2ccc(Cl)cc2)n1	101	1	3	5	102	89	-5	104
COc1ccc(C(=O)NCCc2nnc(SCC(=O)Nc3ccc(Br)cc3)n2C)cc1	97	9	8	3	103	78	-8	103
Later entries
SMILES	MEP2 TOR yeast	JMJD2C inh	AHR act	procasp3 activ	LAP4-GFP MLPCN	Yeast superoxide	proCasp7 act	RPL19A TOR yeast
CS(=O)(=O)Nc1cccc(C2=NN(S(=O)(=O)c3ccc(F)cc3)C(c3cccs3)C2)c1 (stereo not given)	118	2	3	10	107	99	0	103
O=[N+]([O-])c1cccc2ncccc12	104	12	1	-3	99	110	8	104
CN(CC(=O)Nc1ccc(S(=O)(=O)N2CCCC2)cc1)CC(=O)Nc1ccc(F)c(F)c1F	111	4	-1	3	114	92	7	106
O=C(NN=C1CCCCC1)c1ccccc1-n1cccc1	98	-9	48*	-4	105	96	10	101
COc1ccc(Cc2nnc(N)s2)cc1	102	6	-5	-4	102	92	1	101
O=C(NC1CCCC1)C(c1ccsc1)N(C(=O)Cc1cccs1)c1ccc(F)cc1 (stereo not given)	95	7	-1	3	99	97	-1	91
C[C@@H]1CN([C@@H](C)CO)C(=O)c2cc(NC(=O)C3CC3)ccc2O[C@@H]1CN(C)C(=O)NC1CCCCC1	98	-2	-2	7	95	95	-1	102
COc1ccccc1Nc1c([N+](=O)[O-])cc(C)cc1[N+](=O)[O-]	104	-5	15	-16	103	135	-4	105
CCN(CC)S(=O)(=O)c1ccc(/C=C/C(=O)OCC(=O)Nc2cccnc2Cl)cc1	93	2	0	5	93	104	3	92
CCc1c(C(=O)OC)nnc2cc(C)nn12	95	102	9	3	100	122	-6	97
Cc1ccc(S(=O)(=O)NC(=O)Nc2cccc([N+](=O)[O-])c2)cc1	101	6	-1	10	88	87	1	96

Only Yeast superoxide and procasp3 activ, for 6 of the compounds above:
| structure | Yeast superoxide | procasp3 activ |
| --- | --- | --- |
| Cc1ccc(S(=O)(=O)NC(=O)Nc2cccc([N+](=O)[O-])c2)cc1 | 87 | 10 |
| O=C(CSc1nc2cc(Cl)ccc2s1)N1CCN(C(=O)c2ccco2)CC1 | 96 | 2 |
| O=C(CN1CCN(c2ccc(Cl)cc2)CC1)c1ccc2c(c1)OCO2 | 116 | -4 |
| O=C(NN=C1CCCCC1)c1ccccc1-n1cccc1 | 96 | -4 |
| Cc1ccc(SCCCCN2C(=O)NC(C)(C)C2=O)cc1 | 103 | 14 |
| Cc1cc(NC(=O)CSc2nnc(Nc3ccccc3C)s2)no1 | 104 | 4 |

Looked up by structure from the entries so far, 3 records:
SMILES	MEP2 TOR yeast	JMJD2C inh	AHR act	procasp3 activ	LAP4-GFP MLPCN	Yeast superoxide	proCasp7 act	RPL19A TOR yeast
O=C(NC1CCCC1)C(c1ccsc1)N(C(=O)Cc1cccs1)c1ccc(F)cc1 (stereo not given)	95	7	-1	3	99	97	-1	91
COc1ccccc1Nc1c([N+](=O)[O-])cc(C)cc1[N+](=O)[O-]	104	-5	15	-16	103	135	-4	105
CCc1c(C(=O)OC)nnc2cc(C)nn12	95	102	9	3	100	122	-6	97
